Compound activity deposited in PubChem BioAssay by National Center for Advancing Translational Sciences (NCATS).
HTT ATP protect: protects HTT-Q103 PC12 cells, measured by ATP; Potency, µM (top dose mostly 56.4 µM), inactives show cytoprotection (ATP increase), hits mostly activators; AID 1471; 0.14% of 230,000 active; PC12 HTT-Q103 induced, cytoprotection, ATP luminescence, 40 h;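 also: % of control where 0% means no effect; nearly all actives have a fitted effect of over 45% in size; toxic huntingtin expression switched on by the ecdysone agonist tebufenozide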
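Readout: ATPlite luminescence (ATP level). Model: stable PC12, inducible Htt exon1 Q103-GFP. Inducer: tebufenozide, 100 nM final. Compounds: dose series. No G418 in medium.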
IMPase Li cell: membrane-permeable IMPase blocker, potentiated with lithium; CHO-M1 cells, IP1 TR-FRET (IP-One), carbachol + lithium; Potency, µM (top dose mostly 59.4 µM), inactives show top-dose activity, negative = IMPase inhibition, actives largely listed as inhibitors; 0.35% of 210,000 active; AID 1457;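 also: IP1 builds up when IMPase is blocked and the TR-FRET signal falls; plate controls were basal vehicle for no effect and high inhibitor control for full effect; nearly all actives have a fitted effect of over 50% in size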
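IP1 accumulation measured by competitive TR-FRET in lysed CHO-M1 cells after 30 min compound exposure at 37C, with a small lithium addition to potentiate weak responses. Hill-equation AC50 from ratio and donor-channel data.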
GAA spleen mod: inhibits or activates alpha-glucosidase in human spleen homogenate | human spleen homogenate, 4-MU-alpha-glucoside fluorescence | Potency, µM (highest dose often 79.9 µM), for the others: at the highest dose activity change, negative = inhibition, actives largely listed as inhibitors | 0.006% of 240,000 active | AID 2112;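 also: 0% = enzyme with vehicle and -100% = no enzyme basal signal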
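Human spleen homogenate (1 ug) with 4-methylumbelliferyl-alpha-D-glucopyranoside (1 mM final) in 50 mM citrate/phosphate pH 5.0, 0.01% Tween-20; 40 min at 37 C. Stopped at pH 10; 4-MU fluorescence Ex 365/Em 440 nm; AC50 by Hill fit.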
GAA glycogen: alters human alpha-glucosidase cleavage of glycogen; recombinant GAA, glycogen substrate, Amplex Red glucose oxidase fluorescence; 0.38% of 300,000 active; P10253; AID 2100; Potency, µM (doses to about 76.4 µM), for inactives: top-dose activity change, negative = inhibition, most hits filed as inhibitors;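 also: 0% = full enzyme reaction and -100% = no-enzyme basal signal; the screen sought inhibitors and activators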
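Recombinant enzyme (4 nM final) with compounds titrated up to 77 uM and bovine liver glycogen (30 ug) in citrate pH 5.0, 0.01% Tween-20, 37 C 40 min. Released glucose detected by Amplex Red/glucose oxidase (Ex 573/Em 610); AC50 from Hill fits.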
RGS12 GoLoco inh: blocks human Gai1 binding to RGS12 GoLoco peptide, red readout | P63096 | Gai1:RGS12 GoLoco peptide FP, rhodamine, 10 min | Potency, µM (series often up to 61.6 µM), for inactives: at the top dose activity, negative = inhibition, usual class: inhibitors | 0.44% of 230,000 active | AID 880; active = well fitted inhibition curve with a large enough effect, not every such curve was filed as active; inactive = no such curve, though single readings can be large or run the other way; also: % is scaled to controls: 0 for no effect and ±100 for the full control effect; nearly all actives have a fitted effect of over 30% in size; many of its hits are not listed in these tables
Target sequence (P63096 whole entry, looked up): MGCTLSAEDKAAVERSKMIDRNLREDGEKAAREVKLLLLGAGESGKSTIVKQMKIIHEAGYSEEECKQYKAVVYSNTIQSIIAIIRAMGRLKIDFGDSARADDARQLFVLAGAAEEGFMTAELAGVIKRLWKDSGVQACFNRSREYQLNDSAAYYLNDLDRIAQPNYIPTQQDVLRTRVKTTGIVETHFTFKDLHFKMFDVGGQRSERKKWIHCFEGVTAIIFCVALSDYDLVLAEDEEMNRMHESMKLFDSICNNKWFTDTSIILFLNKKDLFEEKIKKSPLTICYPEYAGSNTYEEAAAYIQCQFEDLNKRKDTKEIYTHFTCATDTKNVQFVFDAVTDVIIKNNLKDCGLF
GAA inhib: alpha-glucosidase (human) inhibition. P10253. purified human GAA, 4-MU-alpha-glucoside fluorescence. Potency, µM (doses to about 76.9 µM), for inactives: at the highest dose activity change, negative = inhibition, most hits filed as inhibitors. 0.005% of 200,000 active;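 also: plate controls were uninhibited enzyme wells for no effect and no-enzyme background for full effect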
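Enzyme (4 nM final) mixed with compound (up to 77 uM), then 4-MU-alpha-D-pyranoside (400 uM final) added; 20 min at room temperature, pH 5.0. Reaction stopped at pH 10, fluorescence read, AC50 derived by Hill fit.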
HttQ103 aggreg: mutant huntingtin aggregation inhibition | AID 1688 | 1.1% of 220,000 active | PC12 HttQ103-GFP aggregates, Acumen cytometry, 40 h | Potency, µM (top dose mostly 46.1 µM), without a hit: at the top dose activity change, negative = inhibition, actives largely listed as inhibitors; also: % is scaled to controls: 0 for no effect and ±100 for the full control effect; nearly all actives have a fitted effect of over 60% in size
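Huntingtin Q103 exon 1–GFP aggregates in induced PC12 cells (100 nM tebufenozide) were quantified by cytometry from lysates, with compounds dosed in titration.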
Numbers without * were called inactive; ? = inconclusive; . = not tested or not shown; [ ] = another dose, or the depositor's remark. Unless noted, calls follow the shape of the dose curve; as a rule, active = well fitted curve in the direction sought with a large enough effect; inconclusive = small, poorly fitted or top-dose-only effect, or another doubt; inactive = no such curve, though single readings can be large; an effect the other way counts as inactive or inconclusive. Potency is read from the fitted curve at half-maximal effect.

SMILES	HTT ATP protect	IMPase Li cell	GAA spleen mod	GAA glycogen	RGS12 GoLoco inh	GAA inhib	HttQ103 aggreg
Cc1[nH]c2ccccc2c1C(c1ccncc1)N1CCN(c2ccc(F)cc2)CC1 (configuration not stated)	.	10.6%	-23.7%	1.1%	2.9%	?	-14.0%
Cc1ccc(C)c(OCC(O)CN2CCC(C)CC2)c1C (configuration not stated)	-8.8%[10 µM]	-2.5%[38.3 µM]	5.0%	-5.2%	8.7%	-1.9%	-18.9%
O=[N+]([O-])C(/C=C(\Cl)[N+](=O)[O-])=C1N(Cc2ccc(Cl)nc2)CCN1Cc1ccc(Cl)nc1	-53.8%[inhibitor]	9.2%[38.3 µM]	0.0%	4.4%	1.0%	-2.7%	13.0%
C=CCc1cccc(CNc2ccc(Br)cc2)c1O	-10.1%[10 µM]	-2.8%	-6.2%	-17.0%	-0.4%	.	-6.9%[9.22 µM]
CCc1cc2c(=O)nc3n(c2s1)Cc1ccccc1/C3=C(/O)c1cccc([N+](=O)[O-])c1	3.2%	46.0%[activator][38.3 µM]	-8.0%	6.5%	-2.8%	-8.9%	15.7%
COCCNC(=O)c1ccc2c3n(nc2c1)-c1ccc(Cl)cc1CO3	-19.2%[10 µM]	.	-7.9%	1.5%	1.9%	.	-4.8%[9.22 µM]
CCCCN(c1ccc(C(=O)OC)cc1)S(=O)(=O)c1ccccc1	-29.0%	-4.9%	-0.9%	-3.6%	-0.6%	1.3%	2.3%
CC1(C)SC(=S)N(NC(=O)Nc2cccc3ccccc23)C1N(O)C(=O)Nc1ccccc1 (configuration not stated)	4.0%[10 µM]	6.6%	-3.3%	10.6%	3.4%	-1.9%	?
O=C(c1nc2ccccn2c1CNCCCn1ncc2ccccc21)N1CCOCC1	26.6%[10 µM]	3.7%	8.2%	-8.1%	5.2%	.	10.2%[9.22 µM]
Nc1ccc(Cl)cc1C(=O)OCC(=O)NC1CCS(=O)(=O)C1 (configuration not stated)	3.7%[10 µM]	.	12.8%	2.0%	-10.7%	.	27.0%[9.22 µM]
O=C(CSc1nccc(-c2cccs2)n1)Nc1cccc(Cl)c1	7.1%[10 µM]	.	1.0%	-4.9%	-6.7%	.	25.2%[9.22 µM]
Cc1ccc(NC(=O)c2ccc3ccccc3n2)cc1S(=O)(=O)N(C)C	.	7.0%	4.1%	1.5%	6.5%	-3.7%	-3.0%
N#Cc1ccc(-c2ccco2)nc1SCC(=O)c1ccc(Cl)cc1	-14.3%	-0.8%[38.3 µM]	5.1%	-14.8%	20.2%	-10.5%[15.4 µM]	-16.8%
CCN(Cc1ccccc1)C(=O)CS(=O)(=O)c1ccccc1	?	-5.4%	3.4%	3.0%	-10.1%	10.6%	-8.7%
Cn1c(=O)[nH]c(=O)c2c1nc(N1CCOCC1)n2CCc1ccccc1	.	1.8%	-1.1%	-4.8%	15.6%	5.4%	.
Cc1nc(N2CCN(Cc3ccccc3)CC2)[nH]c(=O)c1C	11.8%[0.074 µM]	.	-0.1%	-4.9%	.	-3.2%	-3.4%
CS(=O)(=O)N1CCC(C(=O)Nc2ccc(C(F)(F)F)cc2)CC1	-25.6%	-10.0%	-1.2%	-10.9%	1.4%	4.0%	3.4%
Cc1onc(-c2ccccc2)c1C(=O)N/N=C/C(Br)=C/c1ccccc1	.	4.4%	-13.7%	-7.9%	4.7%	-7.0%	10.9%
CCCCOc1ncnc2c1[nH]c1ccccc12	-115.2%[inhibitor]	16.7%[38.3 µM]	-0.1%	-1.1%	3.2%	-7.6%	3.98µM*
C=CCn1c(SCCC(=O)O)nnc1-c1cccs1	2.7%[0.074 µM]	3.2%	7.3%	0.8%	-4.6%	0.8%	-10.3%
CCCCN(C)CCCNC(=O)c1ccc2c(c1)NC(=O)C(N1CCOCC1)S2 (configuration not stated)	-1.5%	4.1%[38.3 µM]	-9.8%	10.6%	8.5%	-24.1%	?
O=[N+]([O-])c1ccc(N2CCOCC2)c(S(=O)(=O)N2CCOCC2)c1	2.2%	1.7%	-5.1%	3.4%	-8.5%	-1.1%	5.7%
Cc1ccc(S(=O)(=O)Nc2ccc(-c3nc4cc(NS(=O)(=O)c5ccc(C)cc5)ccc4o3)cc2)cc1	-65.3%[inhibitor]	5.9%[38.3 µM]	10.8%	1.3%	-22.4%	?	17.1%[9.22 µM]
CCOC(=O)/C(=C\c1cccnc1)C(=O)c1cc(C(C)=O)c(Nc2ccccc2)s1	-34.5%	42.6%[activator][38.3 µM]	-8.4%	-0.7%	5.6%	?	?
Cc1[nH]c2ccccc2c1C(=O)C(=O)NCCCn1ccnc1	.	-5.0%	0.5%	9.4%	8.4%	-0.7%	0.4%
CCC(=O)Nc1cc(ON=C(C)C)cc([N+](=O)[O-])c1	.	-0.8%	-1.1%	2.4%	2.4%	-0.1%	16.0%
CC(=O)C1=C(O)C(=O)N(CCCn2ccnc2)C1c1ccc(C)cc1 (configuration not stated)	-10.5%	-8.0%[38.3 µM]	-1.7%	2.6%	-19.2%	6.5%	10.5%
CN1CCC2(CC1)CCN(S(=O)(=O)c1ccccc1)CC2	8.6%	21.6%	-1.3%	.	-4.4%	.	.
Oc1ccc(CNc2ccccc2O)cc1	-9.2%	46.3%[activator][38.3 µM]	-5.1%	-29.4%	71.8%[activator]	-4.3%	6.8%
C(=N\N1CCN(c2ccccn2)CC1)/c1ccco1	-10.8%[10 µM]	11.3%	-1.6%	?	-3.6%	.	-3.4%

2 of the compounds above, as a markdown table:
| SMILES | HTT ATP protect | IMPase Li cell | GAA spleen mod | GAA glycogen | RGS12 GoLoco inh | GAA inhib | HttQ103 aggreg |
| --- | --- | --- | --- | --- | --- | --- | --- |
| CN1CCC2(CC1)CCN(S(=O)(=O)c1ccccc1)CC2 | 8.6% | 21.6% | -1.3% | . | -4.4% | . | . |
| Oc1ccc(CNc2ccccc2O)cc1 | -9.2% | 46.3%[activator][38.3 µM] | -5.1% | -29.4% | 71.8%[activator] | -4.3% | 6.8% |

The listing continues.
SMILES	HTT ATP protect	IMPase Li cell	GAA spleen mod	GAA glycogen	RGS12 GoLoco inh	GAA inhib	HttQ103 aggreg
COc1ccc(-c2noc(CN(C(=O)c3c(-c4ccccc4Cl)noc3C)C(C)C)n2)cc1	-30.6%	36.2%[activator][38.3 µM]	-1.4%	-7.2%	5.7%	-11.3%	-29.8%
COc1ccc(-c2c/c(=N\c3nc(-c4ccccc4)c(C)s3)c3ccccc3o2)cc1O	-90.1%[inhibitor]	13.7%[38.3 µM]	4.4%	-6.8%	-0.3%	-1.8%	?
CNc1nc(OCC#N)nc(N2CCCCC2)n1	19.9%[10 µM]	15.4%	-22.4%	18.7%	25.4%	12.1%	-4.8%[9.22 µM]
O=C(c1cnn2c(C(F)(F)F)cc(-c3ccco3)nc12)N1CCCc2ccccc21	-2.6%[10 µM]	3.9%[38.3 µM]	4.7%	6.2%	1.5%	-3.5%	-4.1%
COc1ccc(OCCNC(=O)CSc2ccc(C(F)(F)F)cc2[N+](=O)[O-])cc1	8.3%[10 µM]	-0.6%	-1.0%	17.6%	6.1%	-0.5%	-6.2%
Cc1sc2nc(CN3CCOCC3)nc(N3CCC(C(N)=O)CC3)c2c1C	4.5%[10 µM]	-7.0%[38.3 µM]	6.0%	3.2%	-3.5%	?	-2.0%
O=C(O)CCc1nn2c3ccccc3nc2n(CCN2CCCCC2)c1=O	4.0%	-13.2%[38.3 µM]	-3.5%	3.6%	-12.3%	13.5%	1.6%
Cc1ccc(CSc2nnc(-c3ccncc3)o2)c(C)c1	-19.2%	0.9%	-6.1%	1.2%	-0.4%	5.8%	-11.2%
C=CCNC(=O)/C(C#N)=C/c1ccc(OS(=O)(=O)c2ccc(C)cc2)c(OC)c1	.	13.8%	8.5%	7.6%	-2.4%	1.9%	21.4%
COc1ccc(C(=O)N=c2sc3ccccc3n2C)cc1OC	-53.0%[inhibitor]	2.8%	-2.9%	7.9%	22.9%	7.4%	24.5%
CC(=O)N1CCN(c2ccc(NCc3ccccc3)cc2)CC1	-20.7%	3.1%[38.3 µM]	-9.6%	14µM*	-5.1%	-3.0%	5.9%
Cc1cc(NC(=O)CSc2nnc(C(C)N(C)C)n2-c2ccc(F)cc2)no1 (configuration not stated)	-8.8%[10 µM]	5.1%	-5.8%	1.8%	0.9%	-4.3%	23.2%
C=CCN=C1NN=C(c2ccc3c(c2)OCCO3)CS1	-61.0%[inhibitor][10 µM]	19.1%	-13.0%	-26.6%	4.2%	-5.3%	4.3%
O=C(O)/C=C/c1ccccc1Oc1ccc(Cl)cc1Cl	7.8%[10 µM]	-5.1%	-9.6%	3.3%	-3.1%	0.4%	13.7%
Cc1cc(Cc2ccc(N)c(C)c2)ccc1N	1.1%[10 µM]	.	-16.2%	-8.4%	3.1%	.	3.2%[9.22 µM]
COc1ccc(C=Nc2cccc3ncccc23)cc1	-20.3%	1.2%	2.1%	-4.0%	-4.7%	-17.4%	-6.2%
O=C1/C(=C/c2cccc(Br)c2)SC(=S)N1/N=C/c1cc([N+](=O)[O-])ccc1O	2.1%[10 µM]	.	0.7%	-0.6%	-0.6%	.	24.5%[9.22 µM]
O=C(NCc1cccnc1)c1cc(C(=O)C2CC2)c[nH]1	-1.8%[10 µM]	-3.2%	-0.3%	3.6%	-0.3%	-1.9%	5.4%
O=C(O)CN1CCNCC1	-22.1%[10 µM]	6.2%[38.3 µM]	2.4%	12.7%	-2.2%	0.1%	10.3%
Cc1cc(C)c(NC(=O)CS)c(Cl)c1	-1.7%	1.4%	0.4%	-2.2%	-2.3%	1.0%	3.6%
COCCCNC(=S)N/N=C/c1ccc2ccccc2c1	8.3%[10 µM]	.	7.8%	-26.1%	3.4%	-5.5%	7.5%[9.22 µM]
CCC(C)C(NC(=O)[C@@H](NC(=O)c1ccccc1F)C(C)C)C(=O)OC (some centres not stated)	6.4%	-4.4%[38.3 µM]	-3.0%	7.1%	5.5%	1.8%	8.9%[9.22 µM]
NC(=O)COc1ccc(/C=N/NC(=O)C2CCCN2S(=O)(=O)c2ccc(Cl)cc2)cc1 (configuration not stated)	-6.1%	33.2%[38.3 µM]	1.9%	8.7%	2.4%	-3.0%	-5.0%
O=[N+]([O-])c1ccc([C@@H](Nc2ccccc2)c2ccc3cccnc3c2O)cc1	-5.1%[10 µM]	-1.6%	.	.	2.9%[14.2 µM]	.	.
O=C(CSc1ncn[nH]1)Nc1cc(S(=O)(=O)N2CCCC2)ccc1Cl	-14.5%	6.9%	-7.9%	-15.8%	5.5%	-3.8%	-3.7%
COc1ccc(C/C(N)=N/O)cc1	2.9%[10 µM]	5.1%	4.4%	-0.2%	2.6%	-0.8%	12.0%
CCc1cc2c(=O)c(Oc3ccccc3)c(C)oc2cc1O	-3.1%	-16.3%[38.3 µM]	29.1%	3.6%	-0.8%	?	-25.9%

This is a subset (hit frequency here may not be typical).
